Bioassay records deposited in PubChem BioAssay by several laboratories.
STAT3 blocker – reduces IL-6 driven STAT3 reporter signal; U3A cells, IL-6 STAT3-luciferase reporter, luminescence; host cell line lacks STAT1; actives 0.89% (n = 190,000); inhibition, % at 5.5 µM;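 active = inhibition above the mean inhibition across all screened compounds plus 3 SD, cut at about 44% in these data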;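 also: 0% = DMSO only wells and 100% = 100 µM nifuroxazide control wells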
STAT3 act – activators of IL-6 induced STAT3 signaling. activation (% of control), % at 5.6 µM. actives 0.91% (n = 190,000). U3A cells, IL-6 STAT3-luciferase reporter, luminescence; 100% = signal with IL-6 EC80 alone;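 active = activation above the screen-wide mean of compound activation plus 3 SD, cut at about 130% in these data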;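 also: 0% = background luminescence of wells with medium and substrate only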
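system = STAT3-luciferase reporter U3A cells | reagent = IL-6 stimulus at 33 ng/mL final | timing = 1 h compound pre-exposure, 6 h IL-6 stimulation, 37 °C | measured by = luminescence | evaluation = % activation versus median of IL-6-stimulated wells | control set = IL-6-only wells as 100% reference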
NF-kB expr up – raises NF-kB expression in human neuronal cells; NF-kB reporter expression; hits give high values; fold change at 12.5 µM; actives 1.6% (n = 190,000); in the data active = fold change above about 3.3
STAT1 act – STAT1 signaling activation; NIH 3T3 STAT1-luciferase reporter, IFN-gamma, luminescence; 100% = IFN-gamma alone, no compound; activation (% of control), % at 5.5 µM; actives 2.6% (n = 200,000);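 active = activation above the screen-wide mean activation plus 3 SD, cut at about 130% in these data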;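 also: raw ratio to IFN-gamma control signal so 100% means no change and 0% no light; values of inactives mirror those of a sister screen read the other way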
APP transl inh – APP translation inhibition; SH-SY5Y APP 5'UTR-luciferase reporter, luminescence; inhibition, % at 2 µM; actives 0.82% (n = 190,000); AID 1285;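 active = inhibition above a set limit, derived from the sample mean plus 3 SD, cut at about 45% in these data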; also: values of inactives mirror those of a sister screen read the other way
APP 5'UTR act – activates APP 5'UTR luciferase reporter; AID 1276; SH-SY5Y APP 5'UTR luciferase reporter, luminescence; zero percent = DMSO vehicle wells; actives 1% (n = 190,000); activation, % at 2 µM;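 active = activation above a set limit, based on mean plus 3 SD of controls, cut at about 140% in these data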; also: values of inactives mirror those of a sister screen read the other way
STAT1 blocker – inhibitors of IFN-gamma induced STAT1 signaling; NIH 3T3 STAT1-luciferase reporter, luminescence; inhibition, % at 5.5 µM; actives 0.35% (n = 200,000); AID 920;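 active = inhibition above a set limit, the mean inhibition across all tested compounds plus 3 SD, cut at about 34% in these data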;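 also: 0% = IFN-gamma with DMSO and 100% = IFN-gamma with 300 µM nifuroxazide; values of inactives mirror those of a sister screen read the other way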
RAM network inh – blocks the yeast RAM network. S. cerevisiae dse1pr::URA3 reporter, 5-FOA growth OD615, 2 d; analog-sensitive cbk1-as2 kinase mutant strain. inhibition, % at 50 µM. actives 1.8% (n = 190,000). AID 868;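 active = inhibition above a set limit, 3 SD over mean compound inhibition, cut at about 8.4% in these data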;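 also: 0% = DMSO-only wells with no growth and 100% = 10 µM 1-NA-PP1 full growth; inhibition rescues growth on 5-FOA so higher OD means more RAM inhibition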
Hsp70 act – transcriptional activators of Hsp70. HeLa Hsp70 promoter luciferase reporter, luminescence; scaled: vehicle 0, proteasome-inhibitor control 100%. activation, % at 10 µM. actives 0.04% (n = 200,000);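 active = activation above the mean across all tested compounds plus 3 SD, cutoff set per campaign, cut at about 5.5% in these data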;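 also: 100% = MG132 at 30 µM as the positive control and 0% = DMSO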
FLuc inhib CS – counter-screen for luciferase assay inhibitors: firefly luciferase inhibition; P08659; ATPLite firefly luciferase biochemical luminescence, 10 min; inhibition, % at 10 µM; actives 1.5% (n = 200,000);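 active = inhibition above about 50% when tested at 10 µM, limit read from the data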
Target sequence (P08659 whole entry, looked up): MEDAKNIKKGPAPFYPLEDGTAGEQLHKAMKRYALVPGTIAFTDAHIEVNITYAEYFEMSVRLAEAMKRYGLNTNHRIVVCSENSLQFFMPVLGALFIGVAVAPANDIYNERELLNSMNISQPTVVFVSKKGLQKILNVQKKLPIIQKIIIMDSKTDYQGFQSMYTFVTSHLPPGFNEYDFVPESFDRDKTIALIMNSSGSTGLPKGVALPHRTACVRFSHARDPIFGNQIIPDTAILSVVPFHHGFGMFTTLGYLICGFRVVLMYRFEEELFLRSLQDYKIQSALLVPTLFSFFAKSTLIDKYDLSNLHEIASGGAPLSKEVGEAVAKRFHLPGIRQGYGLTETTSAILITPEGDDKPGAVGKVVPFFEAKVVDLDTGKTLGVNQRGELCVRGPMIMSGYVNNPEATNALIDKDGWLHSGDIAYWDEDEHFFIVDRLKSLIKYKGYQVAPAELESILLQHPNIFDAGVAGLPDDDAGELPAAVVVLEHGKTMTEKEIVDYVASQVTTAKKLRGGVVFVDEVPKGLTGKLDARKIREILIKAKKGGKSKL
* marks the source's active call; other numbers are inactive results; nt = not tested or not shown.

The line under a structure holds: APP transl inh	RAM network inh	STAT3 act	STAT3 blocker	NF-kB expr up	FLuc inhib CS	APP 5'UTR act	STAT1 act	STAT1 blocker	Hsp70 act
[1] CCN(C(=O)c1cn(CC)c(=O)c2cc(OC)c(OC)cc12)c1ccccc1C
    1	0.4	97	7	0.81	0	-1	95	5	-0.1
[2] O=C(Nc1ccccc1)N1N=CCC1c1ccccc1 (stereo not drawn)
    -14	0.5	89	18	1.2	-2	14	107	-8	0.0
[3] CCOc1cc(OCC)cc(C(=O)O)c1
    -7	0.3	90	15	1	-9	7	102	-2	-0.4
[4] C=CCOC(=O)C1=C(C)Nc2ncnn2C1c1cccs1 (stereo not drawn)
    7	1.6	96	9	0.8	-4	-7	93	8	0.0
[5] O=C(/C=C/Nc1ccccc1Br)c1ccccn1
    16	-0.1	10	109*	0.35	97*	-16	17	94*	-0.7
[6] COc1cccc(/C=C(\C(=O)O)c2ccccc2)c1
    -6	0.6	98	5	1.1	-6	6	100	0	-0.1
[7] NS(=O)(=O)c1ccc(Cl)c(C(=O)Nc2ccccc2[N+](=O)[O-])c1
    9	0.5	100	3	1.1	-6	-9	95	3	-0.2
[8] CCCCNC(=O)c1cccc(C(=O)NCCCC)c1
    0	0.5	94	11	1	-2	0	90	10	0.1
[9] CCCN(CCC)CCCNS(=O)(=O)c1cc(Br)cc2c1N(C(C)=O)CC2
    -1	0.7	102	0	1.2	-2	1	98	2	-0.1
[10] CC(=O)Nc1cccc(-c2csc(NCc3ccccc3)n2)c1
    -2	2.0	100	6	1	-1	2	113	-16	0.8
[11] Cc1cccc2cc(CN(Cc3ccc(F)cc3)C(=O)N3CCOCC3)c3nnnn3c12
    -6	6.0	105	-4	0.91	-6	6	98	2	-0.3
[12] O=C1CN(C(=O)COc2ccc(F)cc2Br)c2ccccc2N1
    -14	2.4	80	25	1.1	3	14	106	-6	-0.2
[13] N#Cc1cc2c(nc1SCC(=O)Nc1sc3c(c1C#N)CCC3)CCCC2
    -22	3.2	107	-6	1.6	-5	22	102	-2	-0.2
[14] Fc1ccc2nc(Nc3nc4cc5c(cc4s3)OCCO5)sc2c1
    -102	4.5	97	4	1.6	52*	102	166*	-74	-0.2
[15] Cc1cccc(N=Cc2cc(Br)cc(Cl)c2O)c1
    2	-1.1	107	-6	0.95	-3	-2	104	-6	-0.1
[16] COc1ccc(S(=O)(=O)N2CCN(c3ccc4nnc(-c5ccc(F)cc5)n4n3)CC2)cc1
    13	4.9	113	-6	0.81	-7	-13	107	-8	-0.2
[17] Cc1c(Cl)cccc1Nc1nc(N)nc(CN2CCc3ccccc3C2)n1
    6	2.5	117	-19	1.3	-8	-6	106	-7	-0.6
[18] COc1ccc(C[C@H]2CN3C(=NC[C@@H]3C)N2CCNC(=O)CCC2CCCCC2)cc1
    -20	2.2	nt	nt	0.97	-8	20	81	22	0.0
[19] Cn1c2c(c(=O)n(C)c1=O)CN(CCN1CCNCC1)CN2
    -14	-0.3	103	3	0.93	-5	14	101	-1	-0.4
[20] CCCn1c(N/N=C\C=C\c2ccccc2)nc2c1c(=O)[nH]c(=O)n2C
    -6	2.2	100	-1	1	3	6	88	13	-0.4
[21] Cc1cc(-c2ccccc2)nc(N2CCC(C(=O)NCc3ccccc3Cl)CC2)n1
    -17	4.4	111	-9	1.1	-9	17	99	-1	0.2
[22] CC(C)(C)C(=O)CN1CCN(C2c3ccccc3-c3ccccc32)CC1
    nt	0.7	93	9	1	0	nt	105	-3	-0.3
[23] COC(=O)c1ccc(CSc2nnc(SCc3ccc(C(=O)OC)o3)s2)o1
    -21	5.3	96	10	1.1	-2	21	99	1	-0.4
[24] CCOC(=O)CCN(Cc1cccs1)S(=O)(=O)c1ccc(Cl)cc1
    12	1.9	100	2	0.84	-7	-12	96	4	-0.1
[25] CCS(=O)(=O)CCSc1nc2ccccc2s1
    2	-0.3	104	0	1.1	-3	-2	102	-2	-0.1
[26] CCOC(=O)CN(C(=O)CSc1nnc(CNc2ccc(C)cc2C)n1CC)c1ccccc1
    17	-1.9	112	-8	1	-3	-17	101	-1	0.1
[27] Cn1c(SCC(=O)Nc2cccc(S(=O)(=O)N3CCOCC3)c2)nnc1-c1ccncc1
    -13	1.1	98	7	1.4	0	13	106	-10	-0.4
[28] O=C1Nc2ccc([N+](=O)[O-])cc2C1=Nc1cccc(CO)c1
    21	-0.5	109	-11	1.3	-5	-21	102	-2	-0.3
[29] CCCc1ncc(C(O)c2cccc(OC)c2OC)n1C (stereo not drawn)
    2	2.8	101	3	0.91	-5	-2	98	3	-0.3
[30] C=CCn1c(CCSCc2ccc(OC)c(C)c2)n[nH]c1=S
    17	0.7	95	12	0.99	4	-17	97	1	-0.1
[31] COc1ccc(CNC(=O)CSc2nnc(-c3cccnc3)n2N)cc1
    0	3.6	97	10	0.97	-9	0	99	1	-0.2
[32] COc1cc2c(cc1OC)CN(C(=O)CC1CC3CCC1C3)CC2 (stereo not drawn)
    -10	0.8	102	-1	1.2	-4	10	93	8	0.2
[33] O=C(Cc1ccccc1F)Nc1cccc2cccnc12
    -16	0.8	91	12	1.2	-4	16	107	-8	-0.3
[34] Cc1ccc(N(CC(=O)NCc2ccncc2)S(C)(=O)=O)cc1Cl
    16	0.5	104	0	1	1	-16	91	9	0.0
[35] Nc1ncn(-c2ncc(C(F)(F)F)cc2Cl)n1
    -2	2.1	90	15	0.88	-5	2	104	-7	-0.2
[36] COc1cc(/C=N/NC(=O)C(=O)NCC2CCCO2)ccc1O (stereo not drawn)
    -5	1.9	97	4	1.2	-3	5	102	-2	-0.4
[37] Cc1ccc(C(=O)OCC(=O)NC(C)C)cc1S(=O)(=O)N1CCOCC1
    34	0.2	104	-3	1	0	-34	99	0	-0.2
[38] CCn1cc(C(=O)NCCCN2CCC(C)CC2)c2cc(OC)c(OC)cc2c1=O
    -5	1.1	97	9	1.1	-7	5	105	-6	-0.4
[39] CC(C)(C)C1=Nn2c(nnc2-c2n[nH]c3c2CCC3)SC1
    2	3.1	101	4	0.92	0	-2	106	-7	0.5
[40] c1ccc(-c2nnc(-c3ccco3)n2-c2ccccc2)cc1
    10	3.0	96	10	1	-7	-11	95	6	-0.2
[41] O=C(CCN1CCCCCC1)Nc1ccccc1F
    -16	0.0	100	2	1.1	nt	16	108	-5	-0.3
[42] N#CCCN(C(=S)NC(=O)c1ccco1)c1ccccc1F
    5	1.9	109	-5	1.1	-6	-5	102	-2	-0.1
[43] CC(C)(C)c1cc(C(F)(F)F)nc(SCCCNC(=O)c2ccco2)n1
    4	1.6	88	15	1	-5	-4	90	13	-0.4
[44] C=CCn1c(SCC(=O)N2CCCC2)nc2scc(-c3cccs3)c2c1=O
    10	4.7	97	9	1.2	0	-10	91	10	-0.2
[45] Oc1cccc2ccc(/C=C/c3ccc(Br)s3)nc12
    -114	1.4	146*	-54	3.2	18	114	100	-2	0.3

From compound 39 up to 44, as listed above:
The line under a structure holds: APP transl inh	RAM network inh	STAT3 act	STAT3 blocker	NF-kB expr up	FLuc inhib CS	APP 5'UTR act	STAT1 act	STAT1 blocker	Hsp70 act
[39] CC(C)(C)C1=Nn2c(nnc2-c2n[nH]c3c2CCC3)SC1
    2	3.1	101	4	0.92	0	-2	106	-7	0.5
[40] c1ccc(-c2nnc(-c3ccco3)n2-c2ccccc2)cc1
    10	3.0	96	10	1	-7	-11	95	6	-0.2
[41] O=C(CCN1CCCCCC1)Nc1ccccc1F
    -16	0.0	100	2	1.1	nt	16	108	-5	-0.3
[42] N#CCCN(C(=S)NC(=O)c1ccco1)c1ccccc1F
    5	1.9	109	-5	1.1	-6	-5	102	-2	-0.1
[43] CC(C)(C)c1cc(C(F)(F)F)nc(SCCCNC(=O)c2ccco2)n1
    4	1.6	88	15	1	-5	-4	90	13	-0.4
[44] C=CCn1c(SCC(=O)N2CCCC2)nc2scc(-c3cccs3)c2c1=O
    10	4.7	97	9	1.2	0	-10	91	10	-0.2

Following part
The line under a structure holds: APP transl inh	RAM network inh	STAT3 act	STAT3 blocker	NF-kB expr up	FLuc inhib CS	APP 5'UTR act	STAT1 act	STAT1 blocker	Hsp70 act
[46] COc1cc(NC(=O)COC(=O)C2CC2)c(C)cc1[N+](=O)[O-]
    -22	1.4	102	-2	1.1	-8	22	108	-9	-0.3
[47] COc1cccc(N=C2CC(C)(C)CC(=O)/C2=C(/O)c2ccccc2)c1
    5	1.4	105	0	0.79	-1	-5	107	-10	0.0
[48] Cc1cccc(Nc2ccc(C(=O)N3CCOCC3)cn2)c1
    -20	2.0	106	-1	1.2	6	20	120	-25	0.6
[49] O=C(N/N=C/c1ccc(OCCCF)cc1)c1cc(OCC(F)(F)F)ccc1OCC(F)(F)F
    10	3.8	98	14	1.2	-3	-10	106	-7	0.0
[50] CC1(C)Cc2c(sc3nc(-c4ccccc4Cl)n(N)c(=O)c23)CO1
    6	1.8	86	23	0.89	-4	-6	104	-4	-0.1
[51] O=C(CC1SC(=Nc2ccccc2)N(CCCCO)C1=O)NCc1ccccc1 (stereo not drawn)
    6	-0.1	98	9	1.1	-7	-7	103	-3	-0.3
[52] COc1cccc(NC(=O)NC2(C(F)(F)F)Oc3ccccc3O2)c1
    3	1.0	98	6	1.5	7	-3	103	-3	-0.2
[53] Cn1c(=O)n(Cc2ccccc2F)c2ccccc21
    0	0.5	88	16	1.1	-6	0	98	2	0.0

Rows are unselected, and some 7.7% of all compounds hit somewhere here.
